# RGS4 inh = Inhibitors of Regulator of G Protein Signaling (RGS) 4: qHTS. Regulator of G-protein signaling 4 (Homo sapiens), P49798. Transcreener GDP fluorescence polarization, RGS4-accelerated GTP hydrolysis. Potency, µM (highest dose often 114 µM), for the others: at the highest dose activity change, negative = inhibition, actives largely listed as inhibitors. 390,000 tested, 0.039% active; further: potency means the concentration at half of the fitted maximal effect; on the % scale 0 is the no-effect control and ±100 the full control effect; nearly all actives have a fitted effect of over 75% in size; some results filed as inactive show a strong effect at the top dose
# Target sequence (P49798 whole entry, looked up): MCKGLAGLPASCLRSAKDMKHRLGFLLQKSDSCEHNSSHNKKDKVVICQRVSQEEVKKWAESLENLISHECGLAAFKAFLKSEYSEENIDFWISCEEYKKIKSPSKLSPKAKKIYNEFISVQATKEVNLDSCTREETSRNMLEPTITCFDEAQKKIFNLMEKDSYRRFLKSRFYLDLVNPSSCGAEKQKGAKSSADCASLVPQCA
#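 MLSMR compounds (23 nl, pin-transferred) preincubated 10 min at room temperature with a 500nM (2x) first reagent, then RGS4 at 900nM (2x) plus Transcreener GDP mix added; fluorescence polarization (620/688 nm) read before and after 90 min at 30 °C.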
# IDH1 R132H inh = qHTS for Inhibitors of mutant isocitrate dehydrogenase 1 (IDH1): qHTS; IDH1-R132H enzyme, NADPH consumption, diaphorase/resazurin fluorescence; Potency, µM (highest dose often 76.6 µM), without a hit: at the top dose activity change, negative = inhibition, actives largely listed as inhibitors; 390,000 tested, 0.093% active; AID 602179, 2012; further: potency means the concentration at half of the fitted maximal effect; on the % scale 0 is the no-effect control and ±100 the full control effect; nearly all actives have a fitted effect of over 65% in size
#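 IDH1-R132H (0.5 ug/mL) preincubated 30 min with compound, then NADPH (0.016 mM) and alpha-KG (2 mM) added; 80 min at RT, pH 7.5. Remaining NADPH coupled via diaphorase/resazurin to fluorescence (540/590 nm); concentration-response curves normalized to no-enzyme control.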
# TrxR1 substrate = qHTS Assay for Substrates of Mammalian Selenoprotein Thioredoxin Reductase 1 (TrxR1): qHTS | purified TrxR1 substrate turnover, NADPH consumption readout | 390,000 tested, 0.01% active | Thioredoxin reductase 1, cytoplasmic (Rattus norvegicus), O89049 | AID 588456, 2011 | Potency, µM (top dose mostly 114 µM), for the others: at the highest dose activity change, negative = substrate turnover; further: potency means the concentration at half of the fitted maximal effect; on the % scale 0 is the no-effect control and ±100 the full control effect; nearly all actives have a fitted effect of over 50% in size
# Target sequence (O89049 whole entry, looked up): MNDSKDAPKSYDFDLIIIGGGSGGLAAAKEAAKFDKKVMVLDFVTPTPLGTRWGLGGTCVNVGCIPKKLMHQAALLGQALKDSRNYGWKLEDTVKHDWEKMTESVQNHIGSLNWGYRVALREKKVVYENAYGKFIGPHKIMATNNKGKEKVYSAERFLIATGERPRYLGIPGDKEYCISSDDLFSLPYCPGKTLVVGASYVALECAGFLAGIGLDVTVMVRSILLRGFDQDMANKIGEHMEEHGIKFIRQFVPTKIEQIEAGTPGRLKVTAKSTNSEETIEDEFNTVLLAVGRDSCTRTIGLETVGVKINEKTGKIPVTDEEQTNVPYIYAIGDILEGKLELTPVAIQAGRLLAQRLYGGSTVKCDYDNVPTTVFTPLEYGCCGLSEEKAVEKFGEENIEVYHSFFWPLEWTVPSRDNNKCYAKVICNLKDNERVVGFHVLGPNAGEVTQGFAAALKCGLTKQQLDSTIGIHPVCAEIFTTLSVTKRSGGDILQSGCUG
#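 Rat TrxR1, dispensed at 90 nM, was prereduced with 400 uM NADPH (final) for 5 min at ~22 deg C, then incubated with compound 15 min before 400 uM selenite. A first-read NADPH fluorescence drop versus no-compound background flagged substrates.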
# Vif-APOBEC3F blk = qHTS for Inhibitors of Vif-A3F Interactions: qHTS; HeLa A3F-eYFP + Vif (tagged APOBEC3F with the HIV-1 protein that degrades it), YFP fluorescence increase; Potency, µM (top dose mostly 46.1 µM), for the others: at the top dose activity, negative = active; 390,000 tested, 0.2% active; AID 602313, 2012; further: potency means the concentration at half of the fitted maximal effect; % of control where 0% means no effect; nearly all actives have a fitted effect of over 65% in size
#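 Fluorescence increase (Ex 488/Em 500-530) after overnight compound treatment at 37 deg C flags inhibition of Vif-driven A3F-eYFP loss in stable HeLa A3F-eYFP/Vif cells seeded overnight beforehand.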
# LDHA inh = qHTS assay for inhibitors of human lactate dehydrogenase | L-lactate dehydrogenase A chain (Homo sapiens), P00338 | purified LDHA, NADH/diaphorase-resazurin fluorescence; hits give low values | activity change, % (values are at about 110 or 230 µM) | 480,000 tested, 0.15% active | AID 1347041, 2019; in the data active means activity change below about -30%; inconclusive means mostly about -25% to -30%;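 further: plate controls were DMSO wells for no effect and wells without enzyme for full effect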
#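 Remaining NADH was detected by diaphorase (0.133 mg/mL) converting 37 µM resazurin to fluorescent resorufin, read at 0 and 20 minutes. The preceding 5-minute room-temperature reaction used 2 nM LDHA, 0.2 mM sodium pyruvate and 0.06 mM NADH at pH 7.4.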
# TrxR1 inh = qHTS Assay for Inhibitors of Mammalian Selenoprotein Thioredoxin Reductase 1 (TrxR1): qHTS; 390,000 tested, 1% active; recombinant rTrxR1, NADPH fluorescence consumption, selenite substrate; Potency, µM (highest dose often 114 µM), for inactives: top-dose activity change, negative = inhibition, actives largely listed as inhibitors; Thioredoxin reductase 1, cytoplasmic (Rattus norvegicus), O89049; AID 588453, 2011; further: potency means the concentration at half of the fitted maximal effect; on the % scale 0 is the no-effect control and ±100 the full control effect; nearly all actives have a fitted effect of over 65% in size
#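 Rat TrxR1 (90 nM in the dispensed reagent) was pre-reduced with 400 uM NADPH for 5 min at room temperature, then incubated with compound for 15 min. After 400 uM selenite was added, NADPH fluorescence (Ex 340/Em 450 nm) was followed for 8 min.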
# Glioma ERSR ind = qHTS for Inducers of the Endoplasmic Reticulum Stress Response (ERSR) in Human Glioma: qHTS. U87-MG GRP78 promoter luciferase reporter, 16 h. Potency, µM, inactives show at the top dose activation, actives largely listed as activators. 420,000 tested, 0.02% active. AID 602332, 2012; further: potency means the concentration at half of the fitted maximal effect; series mostly up to about 76 µM; % of control where 0% means no effect; nearly all actives have a fitted effect of over 35% in size
#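 Stably transfected U87-MG glioma cells carrying a GRP78-based luciferase sensor; 16 h compound incubation. Luminescence end-point read 10 min after Bright-Glo addition at room temperature.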
# Vif-APOBEC3G blk = qHTS for Inhibitors of Vif-A3G Interactions: qHTS; DNA dC->dU-editing enzyme APOBEC-3G (Homo sapiens), Q9HC16; HeLa A3G-eYFP + Vif (tagged APOBEC3G with the HIV-1 protein that degrades it), YFP fluorescence, overnight; Potency, µM (doses to about 46.1 µM), for inactives: at the top dose activity, negative = active, hits mostly inhibitors; 410,000 tested, 0.076% active; AID 602310, 2012;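 further: potency means the concentration at half of the fitted maximal effect; on the % scale 0 is the no-effect control and ±100 the full control effect; nearly all actives have a fitted effect of over 60% in size; hits raise eYFP signal because A3G escapes Vif-driven loss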
# Target sequence (Q9HC16 whole entry, looked up): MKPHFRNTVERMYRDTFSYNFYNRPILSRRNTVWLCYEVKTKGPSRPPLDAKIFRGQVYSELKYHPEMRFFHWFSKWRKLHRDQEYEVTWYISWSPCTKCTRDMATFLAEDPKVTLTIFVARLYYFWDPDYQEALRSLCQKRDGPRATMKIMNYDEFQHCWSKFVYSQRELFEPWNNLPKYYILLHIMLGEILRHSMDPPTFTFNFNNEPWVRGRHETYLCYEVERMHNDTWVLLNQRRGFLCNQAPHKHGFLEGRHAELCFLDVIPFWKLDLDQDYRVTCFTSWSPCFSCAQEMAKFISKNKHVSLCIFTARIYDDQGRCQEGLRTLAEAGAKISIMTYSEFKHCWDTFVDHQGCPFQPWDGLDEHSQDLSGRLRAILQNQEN
#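 HeLa cells stably expressing Vif and C-terminally eYFP-tagged A3G, seeded overnight at 37 deg C, then exposed to compound by pintool overnight at 37 deg C. Rise in yellow fluorescence (Ex 488/Em 500-530, Acumen) marks blocked Vif-driven A3G degradation.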
# USP1-UAF1 inh = Inhibitors of USP1/UAF1: Primary Screen; Potency, µM (doses to about 57.1 µM), for inactives: at the top dose activity change, negative = inhibition, actives largely listed as inhibitors; 390,000 tested, 0.23% active; AID 743255, 2014; recombinant USP1/UAF1, Ub-Rhodamine cleavage fluorescence; Ubiquitin carboxyl-terminal hydrolase 1 (Homo sapiens), O94782; further: potency means the concentration at half of the fitted maximal effect; on the % scale 0 is the no-effect control and ±100 the full control effect; nearly all actives have a fitted effect of over 60% in size; inactives centre near -12
#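 USP1/UAF1 complex at 1 nM was preincubated with compound for 15 min at room temperature, then Ub-Rho substrate (150nM final) was added. Fluorescence (480/540 nm) was read kinetically, 6 reads every 60 seconds.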
# Active calls of the source: *; ? = inconclusive; . = not tested or not shown; & = joins results of further samples; [ ] = another dose, or the depositor's remark. Unless noted, the call rests on the fitted dose curve; in most records, active means well fitted curve in the direction sought with a large enough effect; inconclusive means small, poorly fitted or top-dose-only effect, or another doubt; inactive means no such curve, though single readings can be large; an effect the other way counts as inactive or inconclusive. This is a subset, so the mix of outcomes need not match the whole.
SMILES,RGS4 inh,IDH1 R132H inh,TrxR1 substrate,Vif-APOBEC3F blk,LDHA inh,TrxR1 inh,Glioma ERSR ind,Vif-APOBEC3G blk,USP1-UAF1 inh
Cc1nc(Nc2ccc(C(=O)O)cc2)sc1-c1ccccc1,-1%,-9%,-13%,-4%,-16,-15%,-7%,-29%,-26%
CN(Cc1ncc[nH]1)Cc1cn(-c2ccccc2)nc1-c1ccc2c(c1)OCO2,-8%,4%,17%,3%,-2,18%,0%,4%,-17%
Cc1ccc(-c2nc3ccccc3o2)cc1NC(=O)C(C)Oc1ccccc1 (stereo not drawn),.,.,8%,.,-3,17%,3%,0%,.
[O-]/[N+](=C/c1ccco1)c1ccccc1,-17%,0%,-6%,-3%,-1,-1%,4%,6%,-8%
Cc1ccsc1C(=O)OCC(=O)NCCC1=CCCCC1,5%,9%,-9%,?,-6,-4%,2%,-5%,-11%
O=C(Nc1cccc(C(=O)O)c1)/C(=C\c1ccc(F)cc1)NC(=O)c1ccco1,10%,5%,11%[57.1 µM],-1%,-8,19%[57.1 µM],2%,-2%,-12%
Cc1ccc(CNC(=S)NCc2ccncc2)cc1,?,-1%,4%[57.1 µM],13%,-5,16%[57.1 µM],3%,4%,-18%
COc1ccc(Cl)cc1NC(=O)C(C)N1CCc2ccccc21 (stereo not drawn),-3%,7%,5%[57.1 µM],10%,3,23%[57.1 µM],-6%,-2%,-7%
CC(C)(C)c1ccc(C(=O)Nc2sc3c(c2C(=O)O)CCC3)cc1,-23%,30%,-1%[57.1 µM],-9%,7,3%[57.1 µM],-9%,-1%,?
Cc1cc(C)c(S(=O)(=O)N2CCC(C(=O)OCc3c(C)noc3C)CC2)c(C)c1,8%,0%,10%,0%,-2,45%[activator],-5%,0%,-27%
COc1ccccc1C1=NC(c2ccccc2)CN1c1ccccc1 (stereo not drawn),-18%[56.9 µM],16%,68%[activator],-5%,0,22µM*,-4%,-12%,-10%
Cn1c(Cl)nc2c1c(=O)n(Cc1cccc(Br)c1)c(=O)n2C,0%,-1%,0%,-1%,-7,10%,-4%,-2%,-14%
O=C(CSc1nc(C2CC2)nc2ccccc12)N1CCc2ccccc21,0%[11.4 µM],-7%,-7%,0%,-6,5%,-3%,2%,-5%
CNC(=S)N(CCc1c(C)[nH]c2ccc(C)cc12)Cc1cccnc1,-2%,-5%,-3%,4%,-3,0%,-3%,1%,-24%
Cc1ccc(CSC2=Nc3ccccc3C3=NC(CC(=O)NCc4ccc5c(c4)OCO5)C(=O)N23)cc1 (stereo not drawn),-5%,0%,4%[57.1 µM],-6%,7,16%[57.1 µM],0%,-1%,?
Cc1cccc(Cn2cccc2CNS(=O)(=O)c2ccc(Br)cc2)c1,-8%,-7%,4%[57.1 µM],?,-1,12%[57.1 µM],19%,-7%,-19%
CCOC(=O)NC(=O)CSc1nnnn1-c1ccccc1,-3%,-5%,7%,0%,0,28%,4%,0%,3%
C/C(=N/NC(=O)CNc1ccc(Cl)cc1C)c1ccc(C)cc1,2%,1%,2%[57.1 µM],0%,-4,7%[57.1 µM],-5%,0%,-3%
CN1CCN(C2CC(=O)N(CCc3ccccc3)C2=O)CC1 (stereo not drawn),-19%,2%,0%,8%,-2,7%,-3%,2%,-1%
CCOc1ccccc1NC(=O)c1cc(S(=O)(=O)NCc2ccco2)ccc1F,-36%,8%,9%,-14%,3,11%,-4%,1%,-11%
CC(C)=C1C2CCC1C1C(=O)N(NC(=O)c3ccco3)C(=O)C21 (stereo not drawn),3%,-5%,-8%,-11%,-11,-2%,-3%,-1%,-1%
COc1ccc(-c2c(-c3cc(OC)cc(OC)c3)n(C)c3ccc(Br)cc23)cc1,12%,-13%,70%[activator],0%,-9,42%[activator],-3%,-3%,-26%
CC(Sc1nc2ccccc2[nH]1)C(=O)NC1CCCCC1C (stereo not drawn),-27%,9%,-5%[57.1 µM],4%,1,4%[57.1 µM],-7%,1%,-17%
COC(=O)C(Cc1c[nH]c2ccccc12)NC(=O)c1ccc2nc[nH]c2c1 (stereo not drawn),6%,10%,4%,5%,-7,7%,0%,4%,-23%
Cc1snc(SCc2cccc(Cl)c2)c1C#N,20%[56.9 µM],0%,3%,8%,-11,18%,1%,-8%,-16%

# One compound at a time (already shown). Order of screens: RGS4 inh	IDH1 R132H inh	TrxR1 substrate	Vif-APOBEC3F blk	LDHA inh	TrxR1 inh	Glioma ERSR ind	Vif-APOBEC3G blk	USP1-UAF1 inh
# `[O-]/[N+](=C/c1ccco1)c1ccccc1` in the list: -17%	0%	-6%	-3%	-1	-1%	4%	6%	-8%
# `Cc1cc(C)c(S(=O)(=O)N2CCC(C(=O)OCc3c(C)noc3C)CC2)c(C)c1` in the list: 8%	0%	10%	0%	-2	45%[activator]	-5%	0%	-27%

# Next part
SMILES,RGS4 inh,IDH1 R132H inh,TrxR1 substrate,Vif-APOBEC3F blk,LDHA inh,TrxR1 inh,Glioma ERSR ind,Vif-APOBEC3G blk,USP1-UAF1 inh
COc1ccc2c(c1)c1c3n2CCN(C)C3=NCC1,14%,7%,-2%,-15%,9,-16%,-5%&-3%,2%,10%
O=S(=O)(NC1CCCCC1N1CCN(c2ccc(F)cc2)CC1)c1ccccc1 (stereo not drawn),7%,-8%,1%,0%,-10,13%,-2%,-2%,-5%
CC(C)CN(C(=O)CSc1nnc(-c2cccs2)n1C1CC1)C1CCS(=O)(=O)C1 (stereo not drawn),.,2%,.,-3%,-7,.,-2%,-6%,?
O=C(c1ccc(CSc2nc3ccncc3n2Cc2ccccc2F)cc1)N1CCCCC1,3%,10%,-2%,-1%,-1,14%,2%,-3%,-6%
Cc1ccc(C)c(NC(=O)CSc2nnc(C3CCCCC3)o2)c1,6%,-3%,4%,2%,-8,22%,-3%,0%,-14%
CCCN(C(=O)CCc1nc(-c2ccc(OC)cc2)no1)c1ccccc1F,-3%,-2%,-5%,0%,2,17%,-2%,3%,?
COc1ccc(OCC(=O)Nc2cc3c(cc2C(=O)O)OCCCO3)cc1,-14%,13%,1%,0%,-3,23%,1%,0%,-15%
COc1cc(NC(=O)CN2CCN(S(=O)(=O)c3ccc(C(C)C)cc3)CC2)cc(OC)c1,-3%[11.4 µM],4%,-8%,-1%,-1,-2%[57.1 µM],-5%,-6%,-22%
CCc1c(C)sc(NC(=O)c2ccoc2C)c1C(N)=O,?,2%,9%[57.1 µM],2%,-8,-10%[57.1 µM],-2%,2%,-20%
O=C(CNC(=S)NC(=O)c1ccccc1Br)c1ccccc1,-18%,-7%,8%[57.1 µM],-11%,-6,18%,-1%,-1%,-14%
CCc1ncc(C(O)c2cccc3ccccc23)n1C (stereo not drawn),15%,5%,-10%,-1%,-9,5%,-3%,4%,-7%

# Seven structures out of the list, sorted by molar mass, low to high:
SMILES,RGS4 inh,IDH1 R132H inh,TrxR1 substrate,Vif-APOBEC3F blk,LDHA inh,TrxR1 inh,Glioma ERSR ind,Vif-APOBEC3G blk,USP1-UAF1 inh
Cc1nc(Nc2ccc(C(=O)O)cc2)sc1-c1ccccc1,-1%,-9%,-13%,-4%,-16,-15%,-7%,-29%,-26%
CC(Sc1nc2ccccc2[nH]1)C(=O)NC1CCCCC1C (stereo not drawn),-27%,9%,-5%[57.1 µM],4%,1,4%[57.1 µM],-7%,1%,-17%
CNC(=S)N(CCc1c(C)[nH]c2ccc(C)cc12)Cc1cccnc1,-2%,-5%,-3%,4%,-3,0%,-3%,1%,-24%
O=C(CSc1nc(C2CC2)nc2ccccc12)N1CCc2ccccc21,0%[11.4 µM],-7%,-7%,0%,-6,5%,-3%,2%,-5%
CCOc1ccccc1NC(=O)c1cc(S(=O)(=O)NCc2ccco2)ccc1F,-36%,8%,9%,-14%,3,11%,-4%,1%,-11%
Cc1cc(C)c(S(=O)(=O)N2CCC(C(=O)OCc3c(C)noc3C)CC2)c(C)c1,8%,0%,10%,0%,-2,45%[activator],-5%,0%,-27%
CC(C)CN(C(=O)CSc1nnc(-c2cccs2)n1C1CC1)C1CCS(=O)(=O)C1 (stereo not drawn),.,2%,.,-3%,-7,.,-2%,-6%,?
